# CHRM4 agonist: human M4 muscarinic receptor agonists, primary screen, CHO-K1 cells, Fluo-8 calcium fluorescence; Muscarinic acetylcholine receptor M4 (Homo sapiens), P08173; CHO-K1 hM4/Gqi5; vehicle 0%, full acetylcholine response 100%; activation, % at 3 µM; actives 0.14% (n = 360,000); AID 624127, 2012;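 active means activation above the run mean over all test wells plus 3 SD, cut at about 32% in these data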;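 further: peak over basal fluorescence ratio per well then scaled between controls; 0% = DMSO wells and 100% = acetylcholine at EC100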
# CRFBP-R2 block: antagonists of CRF-BP/CRF-R2 complex, primary screen, cell-based, HEK293, calcium dye fluorescence, uHTS. CRF-induced calcium fluorescence. inhibition, % at 11.8 µM. actives 0.59% (n = 350,000);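 active means inhibition of the ligand-induced calcium signal above about 50% at the single tested concentration, limit read from the data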
# CHRM4 antagonist: human M4 muscarinic receptor antagonists, primary screen, CHO cells, Fluo-8 calcium fluorescence. Muscarinic acetylcholine receptor M4 (Homo sapiens), P08173. CHO-hM4 cells, ACh EC80. inhibition, % at 3 µM. actives 0.73% (n = 360,000). AID 624125, 2012;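 active means inhibition above its plate's cutoff, the mean inhibition of sample wells plus 3 SD, cut at about 27% in these data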;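 further: 0% = acetylcholine EC80 with DMSO and 100% = DMSO without agonist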
# CRFBP-R2 agonist: agonists of CRF-BP/CRF-R2 complex, primary screen, cell-based, HEK293, calcium dye fluorescence, uHTS | calcium dye fluorescence (FLIPR); percent of saturating CRF peptide response | activation, % at 13.2 µM | actives 0.46% (n = 350,000) | AID 588473, 2011;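 active means activation of at least 50%, plus an integration ratio under a set limit after plate pattern correction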;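 further: plate controls were neutral control wells without compound for no effect and CRF at EC100 for full effect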
# CHRM4 PAM: human M4 muscarinic receptor positive allosteric modulators, primary screen, CHO-K1 cells, Fluo-8 calcium fluorescence. activation, % at 3 µM. Muscarinic acetylcholine receptor M4 (Homo sapiens), P08173. AID 624126, 2012. actives 0.4% (n = 360,000). CHO-K1 hM4/Gqi5, ACh EC20; 0% = ACh EC20, 100% = maximal ACh;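 active means activation above its plate's cutoff, the mean activation of sample wells plus 3 SD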; further: some results filed as inactive read as strong as hits
# CHRM5 PAM: human M5 muscarinic receptor positive allosteric modulators, primary screen, CHO-K1 cells, Fluo-8 calcium fluorescence. activation, % at 3 µM. Muscarinic acetylcholine receptor M5 (Homo sapiens), P08912. CHO-K1 hM5, ACh EC20 PAM; 0% = ACh EC20, 100% = ACh EC100. actives 0.3% (n = 360,000);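 active means activation above the run cutoff, the mean activation of all test compounds plus 3 SD, cut at about 18% in these data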
#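 Replicates: One well per compound, no replicates | System: Human M5 receptor in CHO-K1 cells | Benchmarks: Low control EC20 acetylcholine (0%), high control EC100 acetylcholine (100%) | Probe or stimulus: Acetylcholine, EC20 level | Times: Fluo-8 loading 80 min at 37 °C plus 30 min room temperature | Signal: Intracellular calcium via Fluo-8 fluorescence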
# M5 ag: human M5 muscarinic receptor agonists, primary screen, CHO-K1 cells, Fluo-8 calcium fluorescence; CHO-K1 hM5 cells; 0% DMSO wells, 100% maximal acetylcholine response; activation, % at 3 µM; actives 0.19% (n = 360,000); AID 624037, 2012;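 active means activation above the run's mean over test compounds plus 3 SD, cut at about 23% in these data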;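 further: signal is peak over basal fluorescence ratio across the kinetic read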
# CHRM5 antagonist: human M5 muscarinic receptor antagonists, primary screen, CHO cells, Fluo-8 calcium fluorescence | CHO-hM5 cells, ACh EC80 | actives 0.59% (n = 360,000) | Muscarinic acetylcholine receptor M5 (Homo sapiens), P08912 | AID 624040, 2012 | inhibition, % at 3 µM;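 active means inhibition above a per-plate cutoff, the mean of that plate's test compounds plus 3 SD, cut at about 27% in these data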;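 further: 0% = acetylcholine EC80 with DMSO and 100% = DMSO without agonist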
# IDE cell inh: human IDE inhibitors in live cells, primary screen, fluorescence polarization, HEK cells, FAbetaB substrate; inhibition, % at 5.59 µM; Insulin-degrading enzyme (Homo sapiens), P14735; FAbetaB cleavage; actives 0.41% (n = 320,000);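 active means percent inhibition above the average of all tested compounds plus 3 SD, set per screening campaign, cut at about 16% in these data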;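 further: IDE supplied by intact live HEK cells; FP after avidin binding of uncleaved biotin substrate so inhibition keeps polarization high; 0% = DMSO wells and 100% = 60 µM reference IDE inhibitor Ii1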
# Target sequence (P14735 whole entry, looked up): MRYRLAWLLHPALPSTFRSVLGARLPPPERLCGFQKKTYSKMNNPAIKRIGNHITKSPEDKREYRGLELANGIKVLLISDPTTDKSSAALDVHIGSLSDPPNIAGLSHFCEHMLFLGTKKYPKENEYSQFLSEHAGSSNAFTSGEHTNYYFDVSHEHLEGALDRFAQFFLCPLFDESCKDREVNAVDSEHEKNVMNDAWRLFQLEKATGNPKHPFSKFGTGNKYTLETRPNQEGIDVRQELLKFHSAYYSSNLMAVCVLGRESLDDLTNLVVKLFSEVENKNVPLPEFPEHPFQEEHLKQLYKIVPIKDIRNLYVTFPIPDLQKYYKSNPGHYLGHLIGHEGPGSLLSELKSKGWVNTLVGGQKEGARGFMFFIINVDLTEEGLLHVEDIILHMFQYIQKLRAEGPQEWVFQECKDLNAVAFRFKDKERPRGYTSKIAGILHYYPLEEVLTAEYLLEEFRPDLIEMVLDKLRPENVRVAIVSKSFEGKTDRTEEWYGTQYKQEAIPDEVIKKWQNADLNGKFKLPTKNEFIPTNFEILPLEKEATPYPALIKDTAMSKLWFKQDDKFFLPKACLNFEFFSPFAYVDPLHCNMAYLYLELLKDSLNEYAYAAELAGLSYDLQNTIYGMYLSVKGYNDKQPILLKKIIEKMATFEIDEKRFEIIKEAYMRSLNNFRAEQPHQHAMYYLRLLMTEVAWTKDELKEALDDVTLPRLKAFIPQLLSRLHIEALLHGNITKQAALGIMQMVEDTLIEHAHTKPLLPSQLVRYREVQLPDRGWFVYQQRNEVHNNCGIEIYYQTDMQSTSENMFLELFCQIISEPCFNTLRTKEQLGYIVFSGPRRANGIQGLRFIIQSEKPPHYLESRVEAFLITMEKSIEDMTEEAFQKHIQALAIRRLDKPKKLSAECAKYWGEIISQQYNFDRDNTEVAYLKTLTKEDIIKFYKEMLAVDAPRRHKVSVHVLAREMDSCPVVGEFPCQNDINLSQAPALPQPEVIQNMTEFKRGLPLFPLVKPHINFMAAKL
# * hit, by the source's call; / = not tested or not shown; & = joins results of further samples; ! = a repeat was not active.
SMILES,CHRM4 agonist,CRFBP-R2 block,CHRM4 antagonist,CRFBP-R2 agonist,CHRM4 PAM,CHRM5 PAM,M5 ag,CHRM5 antagonist,IDE cell inh
O=C(CCSCCC(=O)NN=Cc1ccc(F)cc1)NN=Cc1ccc(F)cc1,1,-17,4,1.3,-1,5,4,5,/
Cc1ccc(S(=O)(=O)N2CCOC2CNC(=O)C(=O)NCc2ccncc2)cc1 (stereo not given),0,-9,0,-0.2,-3,2,1,5,6
COCCNC(=O)c1ccccc1NC(=O)c1ccccc1N(C)S(=O)(=O)c1ccccc1,2,-34,-4,0.2,-1,-3,-3,4,-1
Cc1[nH]nc2nc(SCC(=O)NCC3CCCO3)n(-c3ccc(Br)cc3)c(=N)c12 (stereo not given),1,-14,-8,0.1,2,-4,-5,-12,-1
C[C@H](CO)N1C[C@H](C)[C@H](CN(C)C(=O)Nc2ccccc2F)OCc2cnnn2CCCC1=O,0,-1,-5,1.4,2,1,-1,10,/
CN(C(=O)CSc1ncccc1C(=O)O)c1ccccc1,0,0,-9,1.2,-1,-9,-1,2,-10
COc1ccc(CC(CC(=O)O)C(=O)Nc2ccc(OC)cc2)cc1 (stereo not given),1,12,-4,-0.3,3,3,-2,-1,-3
CCOC(=O)c1oc2ccccc2c1COC(=O)CNC(=O)c1ccccc1OC,7,4,-15,-0.6,-8,-8,0,-1,2
CCN(CC(=O)NCc1ccc(Cl)cc1)C(=O)Cc1ccc(OC)cc1,3,-3,-4,0.3,2,3,-2,-10,0
CC(=O)c1cccc(CN2CCC(CO)(CCCc3ccccc3)CC2)c1,2,-3,-4,-0.9,-11,-1,-8,2,-5
COc1ccc(OC)c(/C=C/C(=O)N2CCN(S(=O)(=O)c3cc(C)ccc3C)CC2)c1,0,5,-8,1.7,-4,-1,-2,10,0
Cc1ccc(N(C(=O)CNC(=O)c2ccco2)C(C(=O)NC2CCCC2)c2cccnc2)cc1C (stereo not given),1,-5,-13,-1.5,4,-2,-8,-4,8
O=C(NCCOc1ccccc1)c1ccccc1NC(=O)C1CCCO1 (stereo not given),3,4,-3,0.7,4,-3,2,6,1
COc1ccc(C(=O)N2CCOC2CNC(=O)C(=O)NCc2ccccn2)cc1 (stereo not given),1,-8,-2,-1.3,3,1,0,4,/
COc1ccccc1CNC(=O)CS(=O)Cc1nc(-c2ccccc2C)oc1C (stereo not given),1,11,-1,-4.7,6,-5,-1,3,0
CCCCCCCCCCCCCCCC[n+]1cccc(C(=O)N(CC)CC)c1,1&2,12&-13,41*,104*!,-11&-22,-33&-22,-8&-9,43*!,-9
CC(=O)Nc1ccc(NC(=O)C2(C)Cc3c(-c4cccc(NC(C)=O)c4)ccnc3O2)cc1 (stereo not given),0,/,1,/,0,-2,1,11,/
O=C1CC(c2ccccc2)CC(=O)C1CS(=O)(=O)c1ccccc1 (stereo not given),1,7,3,-0.7,4,-10,-1,-6,6
O=C(CCC(F)(F)F)N1CCC(CO)(CCc2ccccc2)CC1,-1,3,2,1.0,-9,-9,-5,11,-4
CC[C@@H](C)[C@H](CNC)NC[C@@H](Cc1cccc2ccccc12)NCCc1cccc(C(F)(F)F)c1,5,-38,16,26,2,7,-2,4,5
CC(=O)N1CCc2cc(S(=O)(=O)NC(C(=O)Nc3nc(C)cs3)C(C)C)ccc21 (stereo not given),1,20,-3,-1.0,4,10,-7,-7,-1
COc1ccc(NC(=O)NNC(=O)c2cc3occc3n2C)c(OC)c1,1,5,0,1.1,2,-7,-3,18,9
CCOC(=O)C(=O)Nc1ncc(Cl)s1,-1,5,-1,-1.6,-21,-8,2,15,5
C[C@H]1COC(=O)[C@@H](Cc2ccc(F)cc2)C/C=C\C[C@H](CC(=O)NCCO)C(=O)N1,-1,-1,4,0.2,0,-3,0,15,0
COc1ccc(CNC(=O)C2CCN(c3nccs3)CC2)cc1,1,-8,0,-0.8,2,2,-10,-4,2
CC(C)(C)NC(=O)NC(=O)COC(=O)CNC(=O)c1cccc(F)c1,2,10,5,-1.6,3,-3,1,0,0
COc1ccc(S(=O)(=O)N(C)c2ccc(C(=O)NCc3ccco3)cc2)cc1OC,3,-6,-2,-0.6,4,1,2,-5,-6
CC(=O)N1CCN(c2ccc(Oc3ccc([N+](=O)[O-])c(C(F)(F)F)c3)cc2)CC1,15,7,13,-0.3,-11,-14,5,27*,4
Cc1c(C(=O)N2CCc3ccccc32)oc2ccccc12,-3,14,-10,0.1,3,-5,-4,1,-2
O=C(c1ccc(-n2cncn2)c([N+](=O)[O-])c1)N1CCN(S(=O)(=O)c2c(F)cccc2F)CC1,0,4,4,-1.2,-7,-5,1,3,5
Cc1cc(C)cc(-c2nnc(SCC(=O)c3c(N)n(C4CC4)c(=O)[nH]c3=O)o2)c1,-1,20,-12,-0.7,9,-4,4,6,/
CC1CCN(C(=O)CN2C(=O)NC3(CCCc4ccccc43)C2=O)CC1 (stereo not given),2,-8,-8,1.3,7,-8,0,12,/
Cc1cc(C(=O)COC(=O)CN=C2NS(=O)(=O)c3ccccc32)c(C)n1CCc1ccc(Cl)cc1,6,16,6,0.3,-12,-7,-1,7,2
CCCCc1cc(=O)oc2cc(OCC(=O)NCc3ccccn3)c(Cl)cc12,1,3,-13,-0.1,2,4,-2,-6,6
CC(C)C(=O)N1CCN(c2nc(-c3ccccc3)c3c(c2C#N)CCCC3)CC1,-2,3,-9,3.0,11,-1,-2,4,3
O=C(N/N=C/c1cccc(O)c1)NC1CCCCC1,3,7,-4,-0.6,14,7,7,-6,-5

# Part of the list above in another layout:
Cc1cc(C(=O)COC(=O)CN=C2NS(=O)(=O)c3ccccc32)c(C)n1CCc1ccc(Cl)cc1
  CHRM4 agonist = 6
  CRFBP-R2 block = 16
  CHRM4 antagonist = 6
  CRFBP-R2 agonist = 0.3
  CHRM4 PAM = -12
  CHRM5 PAM = -7
  M5 ag = -1
  CHRM5 antagonist = 7
  IDE cell inh = 2
CCCCc1cc(=O)oc2cc(OCC(=O)NCc3ccccn3)c(Cl)cc12
  CHRM4 agonist = 1
  CRFBP-R2 block = 3
  CHRM4 antagonist = -13
  CRFBP-R2 agonist = -0.1
  CHRM4 PAM = 2
  CHRM5 PAM = 4
  M5 ag = -2
  CHRM5 antagonist = -6
  IDE cell inh = 6

# Additional compounds follow:
SMILES,CHRM4 agonist,CRFBP-R2 block,CHRM4 antagonist,CRFBP-R2 agonist,CHRM4 PAM,CHRM5 PAM,M5 ag,CHRM5 antagonist,IDE cell inh
Nc1n[nH]c2cccc(Cl)c12,1,-3,-5,-1.7,-13,-5,-5,19,-1
O=[N+]([O-])c1cnc(Nc2ccccc2)nc1Nc1ccccc1,2,-13,-11,-1.2,6,1,-1,-8,4
O=C(COC(=O)c1cc(F)cc(F)c1)Nc1cccnc1Cl,1,8,0,0.7,4,3,0,10,1
COc1cccc(CNC(=O)CCNC(=O)N2CC(=O)Nc3ccccc32)c1,1,20,-3,-0.3,10,-3,-1,8,/
CN1CCN(c2nc(-c3ccccc3)ncc2S(=O)(=O)c2ccccc2)CC1,2,-23,-7,3.2,-4,3,-1,8,4
COC(=O)c1sccc1NC(=O)CSCCc1ccncc1,4,-4,-2,-1.4,-9,7,-1,0,0
CN(C)c1c2ccccc2nc2c(F)c(F)c(F)c(F)c12,2,-20,2,7.3,4,-1,5,12,-2
CCCNC(=O)CCn1nc(-c2ccccc2)c2ccccc2c1=O,0,-9,-15,0.3,0,-9,-2,15,8
Cc1cc(NC(=O)CSc2nnc(Cc3ccccc3)n2C)no1,0,-12,-1,2.4,3,5,-5,-10,2
O=C1CC(C(=O)N2CCOCC2)C2(CCCCC2)O1 (stereo not given),1,13,6,-1.1,-2,3,5,-3,-2
Cc1noc(C)c1CSc1nnc(-c2ccccc2)n1Cc1ccco1,1,4,-5,0.4,2,2,-10,3,4
CC(=O)N/N=C(\C)c1ccc2c(c1)OCCO2,1,4,-9,-1.2,9,4,-4,2,-2
CC1Cc2ccccc2N1C(=O)C1CC(=O)N(c2ccccc2)C1 (stereo not given),4,-7,-12,1.0,6,5,0,1,-2
COc1ccc(NC(=S)Nc2cccc(C)n2)cc1,0,-17,-7,-2.0,-2,4,-1,-4,3
CCOCCCNC(=O)CCC(=O)NNc1nc2ccccc2c2nc(C)nn12,0,4,0,1.3,3,4,-4,-6,3
CC(=O)Nc1ccc(-c2sc(Nc3ccccc3)n[n+]2C)cc1,1,0,8,-1.2,0,-1,-2,8,1
CN1C(=O)C(=C2CCCCCC2)SC1=S,0,10,2,2.2,5,-1,-8,-4,-6
NC(=O)c1ccc(C(=O)N/N=C(/Cc2ccccc2)c2ccccc2)cc1,0,5,0,-2.2,3,5,-5,-9,/
CCn1cc(C(=O)NCC2CCCO2)c2cc(OC)c(OC)cc2c1=O (stereo not given),1,16,3,-4.7,-3,-4,0,3,-2
CN(Cc1ccccc1)S(=O)(=O)c1ccc(Cl)nc1,2,9,-1,-1.7,0,-4,-2,3,6
O=C1CC[C@H](N2C(=O)c3ccccc3C2=O)C(=O)N1,0,1,3,-2.1,-4,3,1,-4,0
COc1ccccc1C(=O)NC(=O)COC(=O)c1ccc([N+](=O)[O-])cc1,-1,7,-14,-0.4,12,4,-1,-3,-1
Cc1ccc(Nc2ncnc(N)n2)cc1,0,-22,-7,-1.6,-4,-4,-1,12,-3
COc1cccc(/C=C2\SC(=S)NC2=O)c1OS(=O)(=O)c1ccc(NC(C)=O)cc1,0,22,1,-1.8,3,-2,0,3,-7
COc1ccc(C(=O)NC(=S)NNC(=O)c2cnccn2)cc1OC,0,3,-2,-0.8,1,-2,-2,-1,2
N#Cc1nc(-c2ccc(OCc3ccc(Cl)cc3)cc2)oc1N1CCOCC1,2,-18,-3,5.0,6,-10,0,8,4
COc1ccc(-c2ccc(CN3C(C(C)C)C(=O)N(Cc4cn(Cc5ccco5)nn4)CCS3(=O)=O)cc2)cc1 (stereo not given),1,-8,-18,1.2,5,10,0,-8,/
CCc1ccc(N2C(=O)Nc3ccccc3C2(O)C(=O)N2CCN(c3ccccn3)CC2)cc1 (stereo not given),1,-7,9,-1.7,-3,8,-1,6,8
Cc1cc(=O)oc2c(C)c(OCC(=O)NCc3ccccn3)ccc12,-1,-2,7,0.3,-2,-3,-2,3,1
Cc1[nH]c(=O)[nH]c(=O)c1/C=C/C(=O)OCC(C)C,0,17,-5,-0.5,3,9,-3,-6,3
CC(C)CC(C(=O)NCC1CCCO1)N(C(=O)Cn1nnc(-c2ccc(F)cc2)n1)c1cccc(C(F)(F)F)c1 (stereo not given),0,-18,0,6.4,16,6,-1,-1,-3
CC(CC(=O)Nc1ccc2c(c1)c(=O)n(C)n2Cc1ccc(F)cc1)C(F)(F)F (stereo not given),7,/,1,/,9,-4,3,2,/
Cc1cccc(OCC(=O)NCCCNC(=O)c2cccnc2)c1,2,2,-6,-0.6,5,4,-1,2,0
COCCNC(=O)CSc1nnc(CCCN2C(=O)c3cccc4cccc(c34)C2=O)n1-c1ccccc1,4,-2,10,0.2,-7,-3,2,2,-3
